Compound activity as filed in PubChem.
PI5P4Ka inh: qHTS for Inhibitors of phosphatidylinositol 5-phosphate 4-kinase (PI5P4K); Phosphatidylinositol 5-phosphate 4-kinase type-2 alpha (Homo sapiens), P48426; PI5P4Kalpha enzyme, ADP-Glo luminescence, 60 min; stronger effect = lower value; max response, %; 330,000 compounds, 1.2% hits; active = max response of -50% or lower; inconclusive = between -30% and -50%; inactive = -30% or higher; note: value at the top dose of about 77 µM; % is set by controls: 0 for no effect and ±100 for the full control effect
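Luminescence from ADP-Glo served as readout of PI5P4Kalpha activity in a qHTS format. Reaction: enzyme, substrate, compound, ATP at 5 microM final, 60 min at RT.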
IL2 activator: qHTS of IL-2 Activators; IL-2 activation reporter assay, cell-based qHTS; stimulated with anti-CD3/CD4/CD28 beads; in transgenic mouse T cells; activation, % (series mostly up to about 46 µM); 360,000 compounds, 0.065% hits; in the data active = activation above about 50%; inconclusive = mostly about 30% to 49%; note: 0% is about no effect
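EGFP and DsRed fluorescence is measured by plate cytometry in unstimulated transgenic mouse T cells exposed to compound for 60 minutes, then stimulated 18 hours at 37 degrees C with anti-CD3/anti-CD4 beads plus anti-CD28.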
GLP1R ag: qHTS of GLP-1 Receptor Agonists. Glucagon-like peptide 1 receptor (Homo sapiens), P43220. HEK293 GLP-1R CRE-luciferase, luminescence, 4-6 h; cells express a hypersensitive GLP-1R form. Potency, µM (top dose mostly 45.6 µM), without a hit: at the highest dose activation, usual class: activators. 380,000 compounds, 0.007% hits. AID 624172, 2012; note: potency is the fitted concentration of half-maximal effect; % of control where 0% means no effect
Target sequence (P43220 whole entry, looked up): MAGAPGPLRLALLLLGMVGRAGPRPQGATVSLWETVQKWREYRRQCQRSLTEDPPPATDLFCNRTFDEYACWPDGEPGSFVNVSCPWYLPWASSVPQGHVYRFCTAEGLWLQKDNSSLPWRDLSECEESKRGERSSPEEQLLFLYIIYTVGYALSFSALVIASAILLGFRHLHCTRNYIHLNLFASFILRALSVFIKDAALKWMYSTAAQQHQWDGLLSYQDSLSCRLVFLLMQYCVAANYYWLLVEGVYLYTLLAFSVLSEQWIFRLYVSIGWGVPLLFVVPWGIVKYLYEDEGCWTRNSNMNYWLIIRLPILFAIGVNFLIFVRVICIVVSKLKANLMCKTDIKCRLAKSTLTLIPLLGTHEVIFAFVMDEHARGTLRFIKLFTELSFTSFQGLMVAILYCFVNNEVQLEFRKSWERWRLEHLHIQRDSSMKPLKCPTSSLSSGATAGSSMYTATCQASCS
WRN helicase inh: qHTS for Inhibitors of WRN Helicase; Potency, µM (top dose mostly 114 µM), for inactives: top-dose activity change, negative = inhibition, hits mostly inhibitors; AID 651768, 2012; Bifunctional 3'-5' exonuclease/ATP-dependent helicase WRN (Homo sapiens), Q14191; WRN helicase unwinding, fluorescent forked duplex, kinetic; 360,000 compounds, 0.46% hits; note: potency is the fitted concentration of half-maximal effect; % is set by controls: 0 for no effect and ±100 for the full control effect; nearly all actives have a fitted effect of over 55% in size
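Primary qHTS, 1536-well format. 20 nM WRN + compound, 15 min RT; start with 100 nM forked fluorophore/quencher duplex, 2 mM ATP (final); kinetic read ex 525/em 598 nm.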
D3 ag: qHTS of D3 Dopamine Receptor Agonist: qHTS; max activation, %; AID 652048, 2013; D3R DiscoveRx beta-arrestin cells, luminescence, 90 min; 410,000 compounds, 0.58% hits; D(3) dopamine receptor (Homo sapiens), P35462; in the data active = max activation above about 30%; note: 0% is about no effect; mostly tested at two doses, the higher about 12 µM
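Agonist-mode cell screen: cells plated at 1500/well and incubated overnight at 37 °C, then exposed to library compounds for 90 min at 37 °C. Detection reagent was added for 30–60 min at room temperature, and luminescence was read.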
PLK1 PBD inh: qHTS for Inhibitors of PLK1-PDB (polo-like kinase 1 - polo-box domain): Primary Screen; AID 720504, 2013; Plk1 PBD binding of FITC phosphopeptide, fluorescence polarization; Potency, µM, for the others: max response, negative = inhibition, hits mostly inhibitors; Serine/threonine-protein kinase PLK1 (Homo sapiens), P53350; 360,000 compounds, 2.8% hits; note: potency is the fitted concentration of half-maximal effect; series mostly up to about 57 µM; % is set by controls: 0 for no effect and ±100 for the full control effect; nearly all actives have a fitted effect of over 65% in size
Target sequence (P53350 whole entry, looked up, the tested form may be a part): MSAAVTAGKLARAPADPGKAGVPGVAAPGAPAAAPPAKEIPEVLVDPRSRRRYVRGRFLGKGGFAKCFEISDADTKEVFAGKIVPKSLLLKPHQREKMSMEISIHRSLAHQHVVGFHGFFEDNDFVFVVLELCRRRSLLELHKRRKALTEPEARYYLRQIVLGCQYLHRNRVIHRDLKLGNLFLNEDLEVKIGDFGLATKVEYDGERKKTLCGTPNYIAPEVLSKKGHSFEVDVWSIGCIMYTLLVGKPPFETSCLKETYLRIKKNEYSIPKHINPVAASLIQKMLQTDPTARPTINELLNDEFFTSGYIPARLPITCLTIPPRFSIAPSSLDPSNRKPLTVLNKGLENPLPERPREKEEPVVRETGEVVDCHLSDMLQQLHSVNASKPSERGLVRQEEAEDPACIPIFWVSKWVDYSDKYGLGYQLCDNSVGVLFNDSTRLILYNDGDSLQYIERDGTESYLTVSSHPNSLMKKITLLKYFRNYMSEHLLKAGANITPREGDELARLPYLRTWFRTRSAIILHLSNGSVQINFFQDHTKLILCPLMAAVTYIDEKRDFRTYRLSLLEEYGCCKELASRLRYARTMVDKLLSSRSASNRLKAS
DRD3 antagonist: qHTS of D3 Dopamine Receptor Antagonist: qHTS; 360,000 compounds, 2.5% hits; max response, negative = inhibition, %; D3R cells, DiscoveRx beta-arrestin luminescence, antagonist mode; stronger effect = lower value; in the data active = max response below about -50%; inconclusive = no clear call, values can overlap the other calls; note: % is set by controls: 0 for no effect and ±100 for the full control effect; mostly tested at two doses, the higher about 12 µM
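Cells plated overnight at 1500 cells/well, then exposed to library compounds with dopamine controls for 90 minutes at 37 degrees C. DiscoveRx reagent added for 30–60 minutes at room temperature; luminescence read, quantitative HTS format.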
GLP1R inv ag: qHTS of GLP-1 Receptor Inverse Agonists (Inhibition Mode). Glucagon-like peptide 1 receptor (Homo sapiens), P43220. HEK293 GLP-1R CRE-luciferase, luminescence, 24 h; GLP-1R form is constitutively active. Potency, µM (top dose mostly 38.3 µM), inactives show top-dose activity change, negative = inhibition, actives largely listed as inhibitors. 410,000 compounds, 1.6% hits; note: potency is the fitted concentration of half-maximal effect; % is set by controls: 0 for no effect and ±100 for the full control effect; nearly all actives have a fitted effect of over 55% in size
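Constitutively active GLP-1R drives a cAMP-responsive luciferase in stably transfected HEK293 cells; test compounds are added after overnight (12 h) attachment and left 24 hr, and signal loss in luminescence marks inhibition.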
HEK293 tox: qHTS of GLP-1 Receptor Inverse Agonists: Cytotox Screen; 410,000 compounds, 0.13% hits; HEK293 cAMP-luciferase reporter cells, luminescence, 24 h; Potency, µM (titrated, usually from 38.3 µM), for the others: at the highest dose activity change, negative = inhibition, usual class: inhibitors;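 note: loss of luciferase light is scored as toxicity; potency is the fitted concentration of half-maximal effect; % is set by controls: 0 for no effect and ±100 for the full control effect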
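Step one: seed cells (200 cells/uL, DMEM with 10% Nu serum, 1% pen-strep). Step two: 12-hour incubation at 37 deg C. Step three: pin 23 nL compound, incubate 24 hr. Step four: add luciferase reagent, read luminescence 12 min later.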
* marks the source's active call; other numbers are inactive results; ? = inconclusive; . = not tested or not shown; [ ] = dose if it differs, or a comment. Unless noted, calls come from the whole dose curve; as a rule, active = well fitted curve in the direction sought with a large enough effect; inconclusive = small, poorly fitted or top-dose-only effect, or another doubt; inactive = no such curve, though single readings can be large; an effect the other way counts as inactive or inconclusive. Compounds as they come (roughly 7.8% active in at least one column).

SMILES,GLP1R inv ag,PI5P4Ka inh,DRD3 antagonist,PLK1 PBD inh,GLP1R ag,WRN helicase inh,HEK293 tox,D3 ag,IL2 activator
CCn1c(=O)c(=O)[nH]c2cc(C(=O)Nc3ccc(S(=O)(=O)N4CCCC4)cc3)ccc21,3%,0,-5,-2%,3%,-7%,-1%,2,-1.8
C[C@H]1CN=C(N(C)C)N1CC1CCCCC1,8%,-3,11,-4%,8%,-7%,4%,-3,0.5
c1ccc2[nH]c(-c3ccncc3)nc2c1,14%,-13,2,-22%,5%,3%,3%,2,1.5
O=C1NCCCC1C(=O)N/N=C/c1ccc(Cl)cc1 (stereo unspecified),22%,-7,-4,4%,-1%,2%,4%,2,-2.1
CCOc1ccccc1C(=O)NCC(=O)NCc1ccc(S(=O)(=O)N2CCOCC2)cc1,9%,-2,4,1%,6%,13%,1%,-2,1.9
CCN(CC)CCNC(=O)c1cn(-c2ccccc2)nc1-c1cccs1,?,2,?,-6%,2%,12%,-12%,-13,0.6
CC(=O)Nc1ccc(S(=O)(=O)N2CCN(Cc3ccccn3)CC2)cc1,-8%,.,-6,-3%,-5%,2%,0%,0,-1.7
O=S(=O)(c1ccc(N2CCN(CCO)CC2)nc1)N1CCOCC1,22%,3,-27,-22%,0%,21%,8%,-16,-1.4
S=C(Nc1ccccc1)Nc1nc2ccccc2n1CCOc1ccc(Cl)cc1,?,-2,-17,-14%,-2%,-30%[57.1 µM],?,1,-0.5
COc1ccc(CNC(=O)c2c(O)c3ccccc3n(C)c2=O)cc1,6%,-3,9,-11%,-15%,-11%,-1%,-3,-0.3
COc1ccc(C2C(Oc3ccccc3)C(=O)N2c2cc(C)ccc2C)cc1OC (stereo unspecified),?,23,1,-1%,0%,-7%,-2%,2,-0.2
Cc1ccccc1-n1ncc2c1CC(C)(C)CC2NC(=O)CCN1CCCCC1=O (stereo unspecified),-17%,0,-3,-16%,-5%,-5%,-4%,3,-3.6
COc1ccc(NC(=O)C2COc3ccccc3O2)cc1 (stereo unspecified),-26%,-3,-13,-9%,22%,1%,-1%,-7,-2.2
COc1cccc(NC(=O)CN(C)C(C)C(=O)Nc2ccc(S(=O)(=O)N3CCCC3)cc2)c1 (stereo unspecified),-8%,0,2,6%,8%,-8%,1%,1,5.8
OCc1cccc[n+]1Cc1ccccc1,-11%,0,-1,-6%,-7%,-25%,-6%,4,-0.4

Going on with the list.
SMILES,GLP1R inv ag,PI5P4Ka inh,DRD3 antagonist,PLK1 PBD inh,GLP1R ag,WRN helicase inh,HEK293 tox,D3 ag,IL2 activator
CCN(CC(=O)Nc1ccc(NC(C)=O)cc1)C(=O)/C=C/c1ccc2c(c1)OCO2,-14%,-7,2,-7%,-9%,14%,0%,3,1.6
Cc1ccc(Cn2ccc(=O)c(OCc3c(Cl)cccc3Cl)c2C)cc1,?,1,47,4%,2%,-17%,-12%,7,-0.1
O=C(CSC1CCCCC1)Nc1ccccc1Br,?,-5,-19,-15%,1%,3%,12%,4,1.1
COCCNC(=O)CSc1nc2cc(OC)c(OC)cc2c(=O)n1CCc1ccc(S(N)(=O)=O)cc1,68%[activator],3,11,-7%,7%,0%,6%,7,0.0
CC12CCC(C(=O)Nc3ncc([N+](=O)[O-])s3)(OC1=O)C2(C)C (stereo unspecified),5%,.,?,-20%,-5%,-5%,-9%,-19,-1.9
Cc1ccnc(NC(=O)CCC(=O)N(CC(=O)NC2CCCCC2)Cc2ccccc2)c1,-19%,13,6,?,3%,7%[57.1 µM],-2%,0,-0.1
O=S(=O)(Nc1cccc(-c2ccc3nncn3n2)c1)c1cccc(F)c1,106%[activator],-8,27,-4%,25%,-22%,5%,3,-0.9
O=C(Nc1ccc([N+](=O)[O-])cn1)c1ccc(Br)o1,2%,1,-7,1%,-7%,8%,-19%,5,-2.5
COC(=O)c1cc(C(=O)NNC(=O)c2ccc3c(c2)OCO3)cc([N+](=O)[O-])c1,-1%,4,-24,-13%,-7%,-4%,8%,-6,-0.4
NC(=O)C1CCN(C(=O)/C=C/c2ccccc2[N+](=O)[O-])CC1,18%,1,8,-4%,1%,-3%,0%,12,2.9
COc1ccc(N(C)S(=O)(=O)c2cccc(C(=O)NC3CCCC3)c2)cc1,-22%[7.66 µM],-5,-9,-12%,0%,6%,4%[7.66 µM],-7,-0.5
CC(=O)C1=C(O)C(=O)N(c2ccccn2)C1c1ccc(Cl)cc1 (stereo unspecified),-3%,0,-5,-8%,-1%,14%,-14%,-4,-1.1
COCCNC(=O)C1(C)CCCN(C(=O)CCc2ccccc2)C1 (stereo unspecified),20%,-4,13,3%,3%,10%,8%,8,2.6
O=C(CSc1nccn1Cc1ccccc1)Nc1nccs1,10%,0,-8,-9%,15%,1%,2%,-7,1.9
O=C(CN1CCN(c2ccccc2F)CC1)Nc1nnc(C(F)(F)F)s1,-13%,-11,-17,-6%,-12%,4%,-2%,-4,1.1

Carrying on.
SMILES,GLP1R inv ag,PI5P4Ka inh,DRD3 antagonist,PLK1 PBD inh,GLP1R ag,WRN helicase inh,HEK293 tox,D3 ag,IL2 activator
Cc1cc([N+](=O)[O-])nn1Cc1c(F)c(F)c(F)c(F)c1F,?,.,12,-5%,-13%,-3%,-3%,6,0.1
C=CCCCCCCCCc1nc(SCC(C)=O)n[nH]1,?,-4,-18,-6%,-2%,0%,4%,-12,-0.5
COc1ccc(C(=O)NCC(=O)N2CCN(C(=O)c3ccco3)CC2)cc1,2%,2,13,?,0%,-16%,0%,1,1.3
CC1CC(C)(C)NC(=S)N1CCC(=O)N1CCN(Cc2ccccc2)CC1 (stereo unspecified),-10%[7.66 µM],-2,6,4%,-2%,15%,-16%[7.66 µM],-1,0.1
O=C(NC1CCCCC1)C(c1cccnc1)N(CCc1ccccc1)C(=O)Cc1cccs1 (stereo unspecified),5%,-11,-18,27µM*,6%,-16%,4%,-9,-0.1
CCOC(=O)N1CCC(Nc2cc(C)nc3c(-c4ccccc4OC)c(C)nn23)CC1,?,3,0,-20%,5%,5%,1%,-1,-1.7
Cc1cc(C)c(C(=O)Nn2c(C)nc3ccccc3c2=O)cc1C,-22%,-5,48,3%,4%,-7%,0%,6,-0.8
CN(C(=O)/C=C/c1ccc([N+](=O)[O-])s1)c1ccccc1,-22%,0,-27,?,-2%,-5%,?,0,-0.4
C/[N+]([O-])=C\c1coc2ccccc2c1=O,17%,-10,-13,-7%,7%,-3%,1%,-11,-0.3
CCOC(=O)[C@@H]1[C@H]2COc3ccccc3[C@H]2N2C(=O)N(c3cccc(Cl)c3)C(=O)[C@]12C,-29%,1,13,2%,9%,-5%,-18%,-11,-4.0
O=C(OCC(=O)N1CCN(c2ccccc2)CC1)c1nc(Cl)ccc1Cl,2%,-12,17,-3%,-14%,10%,0%,1,-1.0
O=C(NCC1CCCO1)c1ccc(NC(=O)C2CC=CCC2C(=O)O)cc1 (stereo unspecified),1%,-3,47,0%,-7%,-5%,-4%,2,-0.7
CCOC(=O)c1ccccc1NC(=O)CSc1nc2cn(CC)nc2c(=O)n1Cc1ccc(Cl)cc1,12%,.,.,.,0%,.,2%,5,.
CC(C)(C)NC(=O)CN(C(=O)C(=O)Nc1ccc2c(c1)OCCO2)N1CCOCC1,-6%,-5,4,-4%,0%,2%,21%,-7,0.1
COCC(=O)NC1CC(C)(C)Cc2c1cnn2-c1ccc(F)cc1 (stereo unspecified),6%,9,-24,3%,-1%,1%,-3%,-1,-0.6

(further entries)
SMILES,GLP1R inv ag,PI5P4Ka inh,DRD3 antagonist,PLK1 PBD inh,GLP1R ag,WRN helicase inh,HEK293 tox,D3 ag,IL2 activator
COCCOc1ccc(C(F)(F)F)cc1NC(=O)CN1C(=O)NC2(CCc3ccccc32)C1=O (stereo unspecified),?,6,-10,-1%,-5%,-13%,5%,4,-0.5
Cc1ccccc1S(=O)(=O)N(C)C[C@@H]1OCc2cnnn2CCCC(=O)N([C@H](C)CO)C[C@@H]1C,14%,0,-2,-10%,-3%,5%,1%,5,-2.7
CCCNC(=O)Nc1ccc(NC(C)=O)cc1,5%,-6,-9,11µM*,-1%,4%,-3%,-7,0.6
N#CCCn1cc(C(=O)CN2C(=O)C(=O)N(C3CCCC3)C2=O)c2ccccc21,19%,0,-8,-12%,4%,-2%,0%,1,10
Cc1cc(SCc2ccc(Cl)c(Cl)c2)nc(=O)[nH]1,?,-2,10,-4%,1%,4%,-6%,0,-0.5
CCN(CCO)C(=O)c1ccc2nc(Cc3ccc(OC)cc3)oc2c1,6%,1,21,6%,3%,1%[57.1 µM],-4%,23,0.0
Cc1c(NS(=O)(=O)c2cc(C(=O)OCC(=O)c3ccccc3F)ccc2Cl)c(=O)n(-c2ccccc2)n1C,-5%,-4,-3,-18%,16%,4%,2%,-1,-0.2
OC[C@@H]1[C@@H](c2ccccc2)C(c2cccc(Cl)c2)=NN1c1ccccc1,?,3,-11,-12%,-2%,-8%,.,-19,-0.2
Cn1c2c(c(=O)n(C)c1=O)C(NC(=O)C(C)(C)C)(C(F)(F)F)C(=O)N2 (stereo unspecified),21%,4,3,-15%,-14%,3%,3%,7,0.1
O=c1c2cn[nH]c2[nH]c(=S)n1-c1cccc(Cl)c1,10%,-24,6,-6%,-5%,-7%[57.1 µM],1%[1.53 µM],-15,0.2
CN(C)CCCOC(=O)c1ccccc1Cl,0%,6,?,0%,5%,-18%,-2%,-4,0.3
O=C(NC1CCN(Cc2ccccc2)CC1)c1ccc2c(c1)[nH]c(=O)n2Cc1ccc(F)cc1,?,0,?,-5%,6%,3%,?,-19,0.5
